mcGAS lum = mouse cGAS inhibition by luminescence. recombinant cGAS, Kinase-Glo ATP depletion luminescence. inhibition, % at 12.5 µM. Q8C6L5. AID 1259399. actives 0.15% (n = 160,000);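 further: 0% = negative control wells and 100% = reference inhibitor with no enzyme activity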
hcGAS lum = human cGAS inhibition; Q8N884; recombinant h-cGAS, ATP depletion, Kinase-Glo luminescence; actives 0.081% (n = 290,000); AID 1259398; inhibition, % at 12.5 µM;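 further: 0% = vehicle reaction and 100% = reaction without DNA for no activity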
Target sequence (Q8N884 whole entry, looked up): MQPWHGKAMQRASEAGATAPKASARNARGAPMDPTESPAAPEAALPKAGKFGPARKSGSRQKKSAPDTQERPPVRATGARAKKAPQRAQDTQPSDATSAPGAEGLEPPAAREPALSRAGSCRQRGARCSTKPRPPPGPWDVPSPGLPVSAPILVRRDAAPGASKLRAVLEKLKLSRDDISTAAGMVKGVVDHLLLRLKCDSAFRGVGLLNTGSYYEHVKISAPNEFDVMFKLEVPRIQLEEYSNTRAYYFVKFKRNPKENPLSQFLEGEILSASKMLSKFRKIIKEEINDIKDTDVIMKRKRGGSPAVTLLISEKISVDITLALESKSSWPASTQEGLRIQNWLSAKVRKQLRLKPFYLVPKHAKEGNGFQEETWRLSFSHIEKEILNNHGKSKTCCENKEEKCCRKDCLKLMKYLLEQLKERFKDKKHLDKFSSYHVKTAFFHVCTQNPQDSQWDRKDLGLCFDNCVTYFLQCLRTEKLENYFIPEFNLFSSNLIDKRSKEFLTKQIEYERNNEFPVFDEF
NPYLR7 agonist = mosquito NPYLR7 agonism; activation, % at 10 µM; HEK293T NPYLR7/Galpha15, GCaMP6s calcium fluorescence; actives 0.15% (n = 270,000); in the data active means activation above about 40%;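 further: 0% = vehicle and 100% = reference agonist at the receptor; some compounds past the cut are filed as inactive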
* marks the source's active call; other numbers are inactive results; nt = not tested or not shown; & = joins results of further samples. Unless noted, no stated cut-off is given here; in the data, active means inhibition above about 40%; inactive means the rest. This is a random part of the collection. About 0.29% of those tested had a hit in this group.

item	SMILES	mcGAS lum	hcGAS lum	NPYLR7 agonist
1	O=C(NCCc1ccccn1)C(C1CCCC1)N1CCN(C(=O)/C=C/c2ccccc2)CC1 (stereo not given)	-2.6	0.9	-1.7
2	Cc1ccc(-n2ncc3c(=O)n(NC(=O)C(C)(C)Oc4ccc(Cl)cc4)cnc32)cc1	nt	-7.3	3.0
3	COc1cccc(Cc2nsc(N3CCCN(S(=O)(=O)c4ccc(Cl)c([N+](=O)[O-])c4)CC3)n2)c1	-1.8	-4.4	-1.6
4	CCOC(=O)c1cnc(-c2ccccc2)nc1NC1CCCCC1	-6.1	-4.4	-5.6
5	COCC1CCCN(C(=O)CCc2nnc(Cc3ccc(-c4ccccc4)cc3)o2)C1 (stereo not given)	-4.4	-3.4	3.3
6	C=CCNC(=O)c1cnc2c(-c3ccc(C(C)C)cc3)cnn2c1C	-4.3	-3.3	0.7
7	CN(Cc1ccccc1)Cc1cc(C(=O)N(C)CC2CCCN2C)no1 (stereo not given)	nt	-6.1	6.2
8	Cc1nc2nc(CN3CCC4(CCC(=O)N(CC5CC5)C4)CC3)cc(=O)n2[nH]1	-6.7	-14.6	nt
9	CCNC(=O)N1CCCC(OCc2cccc(Cl)c2)C1 (stereo not given)	-2.1	-2.1	-1.7
10	O=c1c(O)cc([C@H]2Oc3cc(O)cc(O)c3C[C@H]2O)cc2c([C@H]3Oc4cc(O)cc(O)c4C[C@H]3O)cc(O)c(O)c12	nt	27.3	-7.7

Arranged by SMILES length (low to high): 3 of the compounds above.
item	SMILES	mcGAS lum	hcGAS lum	NPYLR7 agonist
7	CN(Cc1ccccc1)Cc1cc(C(=O)N(C)CC2CCCN2C)no1 (stereo not given)	nt	-6.1	6.2
5	COCC1CCCN(C(=O)CCc2nnc(Cc3ccc(-c4ccccc4)cc3)o2)C1 (stereo not given)	-4.4	-3.4	3.3
10	O=c1c(O)cc([C@H]2Oc3cc(O)cc(O)c3C[C@H]2O)cc2c([C@H]3Oc4cc(O)cc(O)c4C[C@H]3O)cc(O)c(O)c12	nt	27.3	-7.7

Additional entries
item	SMILES	mcGAS lum	hcGAS lum	NPYLR7 agonist
11	CN(c1ccccc1)C1CCN(C(=O)C2CCCN2S(C)(=O)=O)CC1 (stereo not given)	-12.5	-0.7	6.4
12	CC(C)[C@@H](CO)Nc1ccc2ncc(-c3cc(C(F)(F)F)cc(C(F)(F)F)c3)n2n1	-0.9	-1.5	-3.8
13	CC1(C)Nc2ccccc2N(CC(=O)N2CCOCC2)C1=O	nt	-10.7	12.3
14	COc1ccc(C2=NOC(CN(Cc3cccc(C(F)(F)F)c3)C(=O)c3cccs3)C2)cc1OC (stereo not given)	-6.2	-6.5	0.1
15	CC1(C)C[C@H]2C[C@@H](O)[C@H](N3CCN(c4ncccn4)CC3)[C@]2(O)CO1	-5.9	1.6	1.2
16	CCNC(=O)C1(C)CCCN1C/C=C/c1ccccc1 (stereo not given)	nt	-8.1	0.9
17	CN(Cc1n[nH]c2c1CCCCC2)C(=O)c1csc2nc(-c3ccccc3)cn12	nt	5.5	-9.0
18	CCOC(=O)C1=C(C)N=c2s/c(=C\c3ccc(OC)c(OC)c3)c(=O)n2C1c1ccc(N(C)C)cc1 (stereo not given)	-5.5	-2.4	-0.9
19	COCc1cc(C)nc(OCC(=O)N/N=C\c2ccccc2)c1C#N	-1.4	1.8	5.0
20	O=C(CC1=CCCCC1)N1CCCC(CNC(=O)C2(c3ccc(Cl)cc3)CC2)C1 (stereo not given)	nt	-0.4	12.1

In another format: 2 of the compounds above.
#19 COCc1cc(C)nc(OCC(=O)N/N=C\c2ccccc2)c1C#N
  mcGAS lum: -1.4
  hcGAS lum: 1.8
  NPYLR7 agonist: 5.0

#20 O=C(CC1=CCCCC1)N1CCCC(CNC(=O)C2(c3ccc(Cl)cc3)CC2)C1 (stereo not given)
  mcGAS lum: nt
  hcGAS lum: -0.4
  NPYLR7 agonist: 12.1

(next part)
item	SMILES	mcGAS lum	hcGAS lum	NPYLR7 agonist
21	CN(CC(=O)Nc1ccc(F)cc1)C(=O)Cn1cc(Br)ccc1=O	nt	-6.7	4.9
22	Nc1nnc(-c2cc3ccccc3oc2=O)s1	-2.2	2.9	4.5
23	Cc1noc(C)c1NC(=O)N1CCC(Cn2cc(Cc3ccccc3)nn2)CC1	nt	-5.8	19.7
24	CCC(C)N(CC(=O)N(CCc1ccc(OC)c(OC)c1)Cc1ccco1)C(=O)Nc1cccc(Br)c1 (stereo not given)	-3.9	-0.9	-4.2
25	O=C(CC12CC3CC(CC(C3)C1)C2)NNC(=O)C1CCCC1	nt	-2.9	1.1
26	COc1ccccc1C(=O)Nc1cccc(NC(=O)c2c(Cl)cnn2C)c1	-18.0	-6.2	14.1
27	Cc1ccc(F)cc1S(=O)(=O)N1CCOc2ncccc21	nt	-6.8	7.8
28	COc1cc(C(=O)N2CCC(C)C3CCCCC32)ccc1OCC(N)=O (stereo not given)	nt	-6.3	4.5
29	COc1ccc2[nH]c(=O)c(CN(C)Cc3snnc3C)cc2c1	-11.6	-1.9	1.1
30	CCOC(=O)c1cn(Cc2ccccc2)c2ccccc2c1=O	nt	-2.8	1.1

Later entries
item	SMILES	mcGAS lum	hcGAS lum	NPYLR7 agonist
31	O=C(c1cnn(C(=O)Nc2ccccc2)c1)c1ccccc1O	nt	-3.3	-1.2
32	Cc1nc2ncccn2c1C(=O)NCc1cnc2c(c1)CCC2	nt	-7.9	20.8
33	O=C(NCCN1CCOCC1)C1CCCN(c2nc3c(-c4ccccc4)csc3c(=O)[nH]2)C1 (stereo not given)	nt	0.8	-7.9
34	COCCN(Cc1ccc(OS(=O)(=O)c2cccc(C(F)(F)F)c2)cc1)C(=O)c1ccc(Cl)cc1	-3.6	-2.5	2.9
35	C=CCN(CC=C)C(=O)CSc1nc2sc3c(c2c(=O)[nH]1)CCCC3	nt	-10.8	20.1
36	Cc1cc(NC(=O)C(C)SCC(=O)OCC(=O)N2CCCC2=O)no1 (stereo not given)	-6.1	-5.6	-3.7
37	Cn1c(=O)c2c(nc(SCCc3ccccc3)n2Cc2ccccc2)n(C)c1=O	-7.2	-2.1	1.0
38	COC(=O)CCCC(=O)N1CCN(c2c(-c3ccc(OC)cc3)cnc3ncnn23)CC1	-5.3	-0.3	nt
39	O=C(NCCCn1nc(-c2ccco2)ccc1=O)Nc1ccc(C(F)(F)F)cc1	nt	-4.6	1.5
40	COc1cccc(-c2ccc(SCC(=O)c3ccc(C)cc3)nn2)c1	-5.2	-3.4	1.3

Other entries:
item	SMILES	mcGAS lum	hcGAS lum	NPYLR7 agonist
41	CCCCCCCCC(=O)N(CCCC)CC(=O)Nc1cc(-c2ccccc2)nn1-c1ccc(OC)cc1	2.1	3.7	-3.7
42	CC(C)Cn1c(CN2C[C@H](O)[C@@H](N3CCN(C)CC3)C2)nc2ccccc21	-12.7	-4.9	-4.8
43	Cc1ccc(-c2nnc(CNC(C(=O)OC(C)(C)C)C(C)C)o2)cc1 (stereo not given)	nt	-9.6	5.0
44	Oc1ccc(C=NNc2ccc(C(F)(F)F)cn2)c(O)c1	nt	-2.2	4.7
45	COc1cccc(C(=O)NCC2CCCN(Cc3cnc(C)s3)C2)c1OC (stereo not given)	nt	-9.4&0.8	10.8&3.4
46	Cc1ccc(NC(=O)N2CCOCC2CC(C)C)cc1-n1cnnn1 (stereo not given)	nt	-2.7	-4.0
47	O=C1OCCC1Sc1nnc(N2CCCC2)n1-c1ccccc1Cl (stereo not given)	nt	-14.5	11.9
48	Cc1ccccc1CN1CCC(C(=O)Nc2ccc(Oc3cccnc3)cc2)CC1	nt	-1.3	-0.9
49	CCCCCCn1c(SC(C)C(=O)NCC)nc2ccccc2c1=O (stereo not given)	nt	-2.9	4.1
50	c1ccc(OCc2noc(COc3ccc4ncccc4c3)n2)cc1	-8.5	-3.3	5.8

Continuation.
item	SMILES	mcGAS lum	hcGAS lum	NPYLR7 agonist
51	CCC(=O)N1CCCC(Cc2ncc(C)n2C(C)C)C1 (stereo not given)	-6.0	-16.6	nt
52	Cc1ccccc1NC(=O)CN1CCN(c2ccccc2Cl)CC1	nt	2.2	-7.3
53	NC(=O)C1CCCN(C(=O)CN2CCSc3ccc(C(F)(F)F)cc32)C1 (stereo not given)	nt	1.5	-16.9
54	CC1CN(Cc2ccccc2)c2nc3c(c(=O)n(Cc4ccccc4)c(=O)n3C)n2C1 (stereo not given)	-5.4	-7.0	3.1
55	CCC(C(=O)N1CCN(C(=O)CN2CCc3sccc3C2c2cccc(F)c2)CC1)c1ccccc1 (stereo not given)	-6.5	-4.9	7.4
56	CC(C)(C(=O)N1CCN(C(=O)Nc2ccncc2)CC1)c1ccccc1	nt	-0.3	2.0
57	COc1cccc(-n2nnc3c(N4CCN(C(=O)c5cc6ccccc6o5)CC4)ncnc32)c1	-8.6	-7.6	1.1
58	CC(c1ccccc1)N(Cc1cc(NC(=O)C2CCCC2)ccc1N(C)C)C(=O)c1ccc(F)cc1 (stereo not given)	-4.2	-11.6	18.1
59	COc1ccc(Cl)cc1Nc1nc(-c2cc3cccc(OC)c3oc2=O)cs1	-6.0	-2.9	-10.8
60	O=C(CSc1nc2c(c(=O)n1Cc1ccccc1)SCC2)c1ccccc1	-5.7	-4.7	-0.2

The list continues:
item	SMILES	mcGAS lum	hcGAS lum	NPYLR7 agonist
61	Cc1ccc(CCC2CCN(C(=O)Nc3cccnc3)CC2)cc1	nt	-16.5	0.1
62	CC(=O)NCCCCCC(=O)N(C)Cc1ccc(N(C)C)cc1	nt	-9.2	5.2
63	Cc1ccc(-c2ccc(NC3CCCCC3C)nn2)cc1S(N)(=O)=O (stereo not given)	nt	-1.0	-12.6
64	COc1cccc(-n2c(=O)c3ccccc3n(CC(=O)N3CCN(C(C)=O)CC3)c2=O)c1	-8.5	-2.6	nt
65	O=C(O)C(Cc1ccccc1)N1C(=O)c2cccc3cccc(c23)C1=O (stereo not given)	-3.4	-3.4	5.0
66	Cc1ccc(S(=O)(=O)NCC(C)n2nc(C)cc2C)cc1 (stereo not given)	nt	-5.0	5.4
67	CON(C)c1nc(-c2cccnc2)nc2sc3c(c12)CCCC3	nt	-3.6	1.7
68	COCCCN(C(=O)Nc1ccccc1SC)C1CCN(C)CC1	nt	-5.5	4.7
69	O=C(c1cc2n(n1)CCN(Cc1cccc(Cl)c1)C2=O)N1CCC(Cc2ccccc2)CC1	-2.5	1.8	-7.4
70	Cc1cccc(-n2c(SC(C)C#N)nnc2-c2c[nH]c3ccccc23)c1 (stereo not given)	-4.8	-3.6	1.0

Carrying on.
item	SMILES	mcGAS lum	hcGAS lum	NPYLR7 agonist
71	CCCSc1ncccc1C(=O)N(CCOC)Cc1nc2ccccc2o1	-4.5	-0.1	1.8
72	Cc1nc(SCc2ccc(C(=O)O)cc2)nc(N2CCN(C/C=C/c3ccccc3)CC2)c1C	-5.6	-3.4	11.3
73	COc1cn2c(cc1=O)C(=O)N(CCNC(=O)c1ccccc1SC(F)F)CC2	nt	-6.0	16.4
74	Cn1ccc(C(=O)N2CC(=O)Nc3ccccc32)n1	-7.3	-6.0	nt
75	C/C1=C/CC(C)(C)/C=C/C/C(C)=C/CC1	nt	-4.6	-7.2
76	Cc1n[nH]c(C)c1C(C)N(C)C(=O)CSCc1ccccc1Cl (stereo not given)	nt	-3.6	1.9
77	CN(CC(=O)N1CCc2ccccc2C1)Cc1cccc(OC(F)F)c1	nt	-6.0	0.9
78	CC(C)c1nc(CNC2CCC3(CCNCC3)CC2)cs1	-14.7	-5.9	nt
79	CCOC(=O)CCn1c(=O)c2c(nc3n(-c4cc(C)cc(C)c4)c(C)cn23)n(C)c1=O	nt	3.1	-4.5
80	COc1ccccc1-n1c(Cc2ccccc2)nnc1SCc1nc(C(=O)Nc2ccc(C)c(C)c2)cs1	-3.8	-5.8	12.1

The listing continues.
item	SMILES	mcGAS lum	hcGAS lum	NPYLR7 agonist
81	O=C1CNC(=S)N1c1ccc(Cl)cc1	nt	-0.5	-0.8
82	CCCn1c(=O)c2sc(N3CCCC3)nc2n(CC(=O)Nc2ccc(N(CC)CC)cc2C)c1=O	-5.0	-4.0	-2.1
83	NC1CCCC(C(F)(F)F)C1 (stereo not given)	nt	-10.4	-0.3
84	CCCN(CC1CC(c2cccc(F)c2)=NO1)C(=O)c1cccs1 (stereo not given)	-5.3	-7.0	-5.3
85	FC(F)(F)c1n[nH]c(=S)n1N=Cc1ccco1	nt	-8.9	2.5
86	CCC1=C(C)C=[N+]=C(N2CCC(CCC(=O)NC3CC3)CC2)N1	-6.8	-10.5	nt
87	NC(=O)C1CCC(CNC(=O)CCCOc2ccccc2Cl)CC1 (stereo not given)	nt	-3.6	1.0
88	O=C(NN=C1CCCCCC1)NC1CCCCC1	nt	-1.5	7.9
89	Cc1nn2c(N3CCN(c4ccccn4)CC3)cc(C(C)C)nc2c1-c1ccccc1	-7.3	-6.5	0.5
90	O=C(NC1CCCC1)c1cc(NCc2ccnc3ccccc23)cc2[nH]ncc12	nt	-10.4	22.5

The list continues.
item	SMILES	mcGAS lum	hcGAS lum	NPYLR7 agonist
91	COc1cc2c(cc1-c1nccn1Cc1ccc(Cl)s1)OCO2	nt	-4.2	1.9
92	CCc1nn2c(ncc3c(=O)n(-c4ccccc4OC)ccc32)c1-c1ccccc1	nt	-2.1	-0.3
93	C#Cc1cccc(C(=O)N2CC(=O)N(C3CCCCC3)CC(OCc3ccncc3)C2)c1 (stereo not given)	-8.1	-27.3	10.1
94	O=C(CC1(c2cccc(F)c2)CC(=O)N(Cc2cccnc2)C1=O)N1CCN(C2CCCC2)C(=O)C1 (stereo not given)	-7.3	-2.8	25.3
95	CCOC(C)c1ccc(-c2cc(CO)ccn2)cc1 (stereo not given)	-10.2	-2.7	3.5
96	Cc1ccnc(NC(=O)Cc2c(C)[nH]c3ccccc23)n1	-0.1	0.3	nt
97	CCCCCc1ccc(C(=O)Nc2ccc(-n3nc(OC)nc3-c3ccc(Cl)c(Cl)c3)cc2)cc1	-0.6	4.2	3.9

Assay outcomes (PubChem BioAssay)
